Screening data from PubChem.
Mito fusion yeast: qHTS Assay for Small Molecule Inhibitors of Mitochondrial Division or Activators of Mitochondrial Fusion. hit rate 0.23% among 320,000. S. cerevisiae fusion-defective mutant growth rescue, CellTiterGlo 48 h. Potency, µM (titrated, usually from 46.1 µM), without a hit: at the highest dose growth rescue (activation), most hits filed as activators. AID 485298, 2010;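 note: potency is the fitted concentration of half-maximal effect; % of control where 0% means no effect; nearly all actives have a fitted effect of over 45% in size; temperature-sensitive fusion mutants such as fzo1-1 at 37 °C on non-fermentable ethanol glycerol medium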
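Temperature-sensitive fusion-defective S. cerevisiae (e.g. fzo1-1, mgm1-5) were grown with compound in YPEG medium (3% ethanol, 3% glycerol) for 48 hours at 37C. Growth rescue was measured as viability by CellTiterGlo luminescence after 10 minutes at ambient.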
KCNH2 3.1 inh: qHTS for Inhibitors of KCHN2 3.1: Mutant qHTS; Potassium voltage-gated channel subfamily H member 2, brain isoform KCNH2 3.1 (human); U2OS KCNH2 3.1, thallium flux FluxOr; stronger effect = lower value; activity change, % (tested at about 1.8 µM); hit rate 0.95% among 340,000; AID 720553, 2013;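 active = maximum activity change below -70%; inconclusive = maximum activity change from -70% to -50%; inactive = maximum activity change above -50%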;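 note: thallium influx rate constant from kinetic fluorescence after stimulation buffer; % is set by controls: 0 for no effect and ±100 for the full control effect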
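Thallium flux via FluxOr fluorescence (Red40 quencher, 45 min loading) in U2OS cells virally expressing the KCNH2 3.1 isoform (1.77 x 10^8 /mL virus, overnight at 37 C). Rate constants from 2-min kinetic reads post-stimulation, normalised to positive and negative controls.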
Menin-MLL TR inh: qHTS Assay for Inhibitors Targeting the Menin-MLL Interaction in MLL Related Leukemias: Competition With Texas Red Labeled MLL-derived Mutant Peptide; Potency, µM (series often up to 61.6 µM), for the others: at the highest dose FP activity change, negative = inhibition, usual class: inhibitors; O00255; hit rate 0.23% among 270,000; Menin + Texas Red MLL mutant peptide, fluorescence polarization; active = well fitted inhibition curve with a large enough effect in the polarisation, with a control signal flat, not every such curve was filed as active; inconclusive = small, poorly fitted or top-dose-only effect, or effect the other way, or a change in a side signal; inactive = no such curve, though single readings can be large or run the other way; the % refers to the polarisation; note: potency is the fitted concentration of half-maximal effect; % of control where 0% means no effect; many of its hits are not listed in these tables
MBNL1-CUG inh: qHTS Assay for Inhibitors of MBNL1-poly(CUG) RNA binding; TR-FRET MBNL1-His/biotin-(CUG)12 binding, 665/545 ratio; Potency, µM (series often up to 57.5 µM), without a hit: at the top dose activity change, negative = inhibition, most hits filed as inhibitors; hit rate 0.036% among 280,000; active = well fitted inhibition curve with a large enough effect in the signal ratio, with a control signal flat, not every such curve was filed as active; inconclusive = small, poorly fitted or top-dose-only effect, or effect the other way, or a change in a side signal; inactive = no such curve, though single readings can be large or run the other way; the % refers to the signal ratio; note: potency is the fitted concentration of half-maximal effect; % is set by controls: 0 for no effect and ±100 for the full control effect
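MBNL1-His + Biotin-(CUG)12, cpd titration 92 nM–58 uM; Tb anti-His Ab 0.055 ng/ul, SA-XL665 5 nM (final); 60 min RT; ratiometric 665/545 nm, Ex 340 nm; normalized to buffer and full-complex controls.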
VP16 counter: VP16 counterscreen qHTS for inhibitors of ROR gamma transcriptional activity; Potency, µM (doses to about 53.6 µM), inactives show at the highest dose activity, negative = inhibition, actives largely listed as inhibitors; AID 2546, 2010; hit rate 3.5% among 310,000; Drosophila S2 Gal4-VP16 UAS-luciferase, luminescence, 20 h;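 note: Gal4-VP16 expression switched on by copper sulfate through the metallothionein promoter; potency is the fitted concentration of half-maximal effect; % is set by controls: 0 for no effect and ±100 for the full control effect; nearly all actives have a fitted effect of over 50% in size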
Rab9 promoter act: qHTS Assay for Rab9 Promoter Activators; Huh7 Rab9 promoter-luciferase reporter, luminescence, 24 h; Potency, µM (highest dose often 9.22 µM), for the others: at the highest dose activation, negative = inhibition, actives largely listed as activators; hit rate 2.8% among 320,000; AID 485297, 2010; note: potency is the fitted concentration of half-maximal effect; % of control where 0% means no effect; nearly all actives have a fitted effect of over 60% in size
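Steps: seed 1500 Huh7 Rab9-luc cells per well, rest 2 h at 37 °C; add compound in DMSO; incubate 24 h; add luciferase reagent, 10 min ambient; read luminescence.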
ELG1 repair inh: qHTS screen for small molecules that inhibit ELG1-dependent DNA repair in human embryonic kidney (HEK293T) cells expressing luciferase-tagged ELG1; HEK293T ELG1-luciferase reporter, luminescence, 16 h; DNA damage induced by 5-fluorouridine; Potency, µM (titrated, usually from 46.1 µM), for the others: top-dose activity change, negative = inhibition, usual class: inhibitors; hit rate 2.3% among 330,000; note: potency is the fitted concentration of half-maximal effect; % is set by controls: 0 for no effect and ±100 for the full control effect; nearly all actives have a fitted effect of over 55% in size
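Cells (2,000 per well) received 5-fluorouridine plus test compound or DMSO and were incubated 16 hr at 37 °C, 5% CO2. Luciferase activity was read by luminescence 30 min after ONE-Glo addition; signal suppression marked inhibition of damage-induced ELG1 function.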
PKM2 activator: qHTS Assay for Activators of Human Muscle isoform 2 Pyruvate Kinase | Pyruvate kinase PKM (Homo sapiens), P14618 | purified PKM2, Kinase-Glo ATP luminescence, activation; response scale: 0% is enzyme alone, no compound | Potency, µM (top dose mostly 57.5 µM), for inactives: at the top dose activation, most hits filed as activators | hit rate 0.34% among 260,000 | AID 1631, 2009; note: potency is the fitted concentration of half-maximal effect; % is set by controls: 0 for no effect and ±100 for the full control effect; nearly all actives have a fitted effect of over 55% in size
Target sequence (P14618 whole entry, looked up, canonical isoform): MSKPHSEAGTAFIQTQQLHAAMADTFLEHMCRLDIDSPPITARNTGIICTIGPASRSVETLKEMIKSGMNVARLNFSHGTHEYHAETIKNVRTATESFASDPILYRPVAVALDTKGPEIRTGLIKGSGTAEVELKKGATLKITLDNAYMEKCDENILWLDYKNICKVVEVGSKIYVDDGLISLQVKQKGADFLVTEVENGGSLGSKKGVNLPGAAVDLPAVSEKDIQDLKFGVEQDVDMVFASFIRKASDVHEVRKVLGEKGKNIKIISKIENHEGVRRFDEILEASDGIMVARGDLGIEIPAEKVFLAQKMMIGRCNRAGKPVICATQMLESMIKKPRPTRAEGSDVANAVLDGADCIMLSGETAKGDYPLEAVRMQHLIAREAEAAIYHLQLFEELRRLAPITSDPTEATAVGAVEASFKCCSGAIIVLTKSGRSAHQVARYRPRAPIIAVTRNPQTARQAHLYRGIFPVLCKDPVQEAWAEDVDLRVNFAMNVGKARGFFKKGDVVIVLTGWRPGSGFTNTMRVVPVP
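ATP formation by purified human PK-M2, quantified via coupled luciferase luminescence after 1 h at room temperature with 0.1 mM ADP and 0.5 mM PEP final.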
FLuc counter: qHTS profiling assay for firefly luciferase inhibitor/activator using purifed enzyme and Km concentrations of substrates (counterscreen for miR-21 project). hit rate 6.9% among 360,000. Luciferin 4-monooxygenase (Photinus pyralis), P08659. AID 588342, 2011. Potency, µM (titrated, usually from 57.5 µM), inactives show at the top dose activity change, negative = inhibition, most hits filed as inhibitors. purified FLuc, Km substrates, luminescence inhibition;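 note: potency is the fitted concentration of half-maximal effect; plate controls were vehicle for no effect and reference inhibitor for full effect; nearly all actives have a fitted effect of over 55% in size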
Target sequence (P08659 whole entry, looked up): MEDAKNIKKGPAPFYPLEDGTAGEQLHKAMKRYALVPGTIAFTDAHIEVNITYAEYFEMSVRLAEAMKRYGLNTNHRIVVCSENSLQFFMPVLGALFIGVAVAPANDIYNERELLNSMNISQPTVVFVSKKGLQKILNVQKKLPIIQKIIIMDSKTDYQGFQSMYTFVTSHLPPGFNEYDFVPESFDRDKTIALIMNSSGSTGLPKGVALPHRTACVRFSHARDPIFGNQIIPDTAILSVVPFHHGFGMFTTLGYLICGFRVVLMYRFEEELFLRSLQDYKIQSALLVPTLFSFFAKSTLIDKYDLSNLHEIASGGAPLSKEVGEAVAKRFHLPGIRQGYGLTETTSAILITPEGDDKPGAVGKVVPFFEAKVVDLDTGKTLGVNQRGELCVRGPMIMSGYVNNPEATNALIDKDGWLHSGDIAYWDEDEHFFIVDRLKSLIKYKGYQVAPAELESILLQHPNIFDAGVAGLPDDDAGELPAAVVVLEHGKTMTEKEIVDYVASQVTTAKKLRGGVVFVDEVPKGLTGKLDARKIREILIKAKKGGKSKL
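Biochemical qHTS of compounds, final roughly 60 µM downward over six points, against 10 nM purified firefly luciferase using Km concentrations of substrates (10 uM D-luciferin, 10 uM ATP) in Tris acetate pH 7.5 buffer; luminescence output.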
NPC1 promoter act: qHTS Assay for NPC1 Promoter Activators | Huh7 NPC1 promoter luciferase reporter, 24 h | Potency, µM (titrated, usually from 9.22 µM), for inactives: at the top dose activation, usual class: activators | hit rate 2.4% among 320,000;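 note: potency is the fitted concentration of half-maximal effect; % of control where 0% means no effect; nearly all actives have a fitted effect of over 60% in size; reporter is driven by a mutant NPC1 promoter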
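Quantitative HTS used a cell-based reporter: Huh7 cells stably bearing the NPC1 promoter upstream of luciferase were treated with compounds for 24 h, and promoter activation was read as luminescence.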
RORgamma inh: qHTS for inhibitors of ROR gamma transcriptional activity. Nuclear receptor ROR-gamma (Mus musculus), P51450. Drosophila S2 Gal4-RORgamma UAS-luciferase reporter, 20 h. Potency, µM (highest dose often 53.6 µM), for the others: at the highest dose activity change, negative = inhibition, most hits filed as inhibitors. hit rate 5.4% among 310,000. AID 2551, 2010; note: potency is the fitted concentration of half-maximal effect; % is set by controls: 0 for no effect and ±100 for the full control effect; nearly all actives have a fitted effect of over 60% in size
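ROR gamma transcriptional activity was tracked as Gal4-UAS luciferase output in stably transfected Drosophila Schneider cells, with compound added 1 hr before 700 uM copper sulfate induction and a 20 hr ambient-temperature incubation.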
The depositor's hits bear a star; ? = inconclusive; . = no result given; [ ] = another dose, or the depositor's remark. Unless noted, calls come from the whole dose curve; as a rule, active = well fitted curve in the direction sought with a large enough effect; inconclusive = small, poorly fitted or top-dose-only effect, or another doubt; inactive = no such curve, though single readings can be large; an effect the other way counts as inactive or inconclusive. A portion of the library; count on the stated rates, not on these rows.

SMILES	Mito fusion yeast	KCNH2 3.1 inh	Menin-MLL TR inh	MBNL1-CUG inh	VP16 counter	Rab9 promoter act	ELG1 repair inh	PKM2 activator	FLuc counter	NPC1 promoter act	RORgamma inh
Cc1cccc(N=c2c([N+](=O)[O-])nn(-c3ccc(Cl)cc3)n2O)c1	-1.8%	0.3	?	?	?	22.7%	-3.5%	8.4%	0.4%	18.4%	5.7%
CCOC(=O)CCNCc1ccc(OC)c(OC)c1	-1.2%	14.1	.	-3.2%	-5.3%	1.9%	8.8%	-19.3%	-0.3%	-1.4%	6.4%
COc1ccc(S(=O)(=O)N2CCN(C(=O)N3CCOCC3)C2C)cc1 (stereo unspecified)	-8.0%	1.5	4.1%	-7.2%	2.7%	2.6%	-1.9%	-7.0%	0.4%	2.5%	2.2%
CCOc1ccc(S(=O)(=O)N2CCCC(C(=O)NCc3ccncc3)C2)cc1Cl (stereo unspecified)	4.4%	4.3	-14.0%	-3.7%	2.2%	-3.2%	?	-5.0%	-0.1%	4.0%	?
COc1ccc(NC(=O)COC(=O)CNS(=O)(=O)c2ccc(F)c(F)c2F)cc1OC	-3.0%	3.3	12.0%	-28.6%	-4.6%	1.8%	?	-1.1%	-4.1%	-1.1%	-7.5%
Cn1c(NCCCN2CCOCC2)nc2c1c(=O)n(Cc1ccc(Cl)c(Cl)c1)c(=O)n2C	2.2%	-12.1	-5.4%	-6.9%	-1.0%	0.3%	-28.4%	-1.3%	9.1%	-0.7%	-21.5%
CCc1ccc(N(CC(=O)Nc2ccc(NC(C)=O)cc2)S(=O)(=O)c2ccccc2)cc1	0.4%	-2.9	?	-31.8%[11.5 µM]	-17.2%	1.5%	-7.3%	-5.0%	0.3%	-4.1%	?
Cc1[nH]c2ccc(-c3nnc(SCC(=O)NCc4ccco4)n3Cc3ccccc3)cc2c1C	1.3%	9.9	-8.2%	6.7%	7.1%	-5.4%	?	-1.3%	0.4%	-1.9%	18.3%
O=C(CO/N=C/c1ccc(OC(F)F)cc1)NCc1ccco1	3.4%	-14.5	6.8%	-4.7%	-1.2%	0.0%	27.4%	0.5%	0.4%	-5.3%	?
CCOc1ccccc1NC(=S)NC(=O)C1CCCCC1	0.0%	1.7	43.2%[activator]	-11.9%	6.31µM*	6.0%	-19.3%	0.3%	-1.4%	-0.9%	5.62µM*
CN(C)c1nc(NCc2ccccc2)nc(Oc2ccc(=O)[nH]n2)n1	-2.0%	-15.5	-9.1%	-2.4%	2.6%	0.4%	8.5%	-1.7%	12.0%	-0.1%	3.7%
O=S(=O)(c1ccc(N2CCN(CCO)CC2)nc1)N1CCCCC1	-0.5%	3.5	-13.5%	-14.7%	0.4%	-3.6%	0.1%	0.9%	0.4%	-0.8%	13.1%
O=C(NCC1CCCO1)c1cc(-c2ccncc2)nc2ccc(S(=O)(=O)N3CCOCC3)cc12 (stereo unspecified)	-9.0%	-13.7	3.9%	?	.	-14.3%	-4.1%	-5.6%	1.3%	-0.6%	-16.3%[0.365 µM]
CCCCC(CCC(=O)O)(C(=O)OCC)c1csc(N)n1 (stereo unspecified)	1.3%	5.6	5.9%	-15.0%	-11.5%	-2.2%	-5.2%	-2.8%	12.9%	0.3%	-11.4%
CC(C)(C)c1ccc(S(=O)(=O)NCC(=O)N2CCCC2)cc1	-4.6%	1.1	-8.0%	-0.7%	4.0%	-5.9%	-5.7%	-3.3%	-2.8%	-4.2%	-13.9%[1.91 µM]
CCOC(=O)CN(C(=O)Cn1nnc(-c2ccc(C)cc2)n1)C(CC)C(=O)NC1CCCC1 (stereo unspecified)	-0.6%	-0.3	-19.3%	1.5%	1.3%	1.9%	?	3.9%	-3.1%	2.0%	31.5%
COc1cc(Cl)ccc1OCc1cc(C(=O)N2CC[C@@H]3CCCC[C@H]3C2)no1	25.5%	-12.8	2.2%	-5.6%	-15.0%	?	?	-1.9%[0.46 µM]	23.9µM*	25.8%	11.1%
C/C(=N\O)C1CC(CC(=O)O)C1(C)C (stereo unspecified)	-0.7%	-4.5	3.0%	3.6%	2.5%	0.7%	8.5%	-9.8%	4.7%	2.2%	-1.4%
Cc1cc(C)c(O)c(-c2n[nH]c3c2C(c2cccc(O)c2)N(Cc2ccco2)C3=O)c1 (stereo unspecified)	4.7%	-0.3	.	.	?	1.6%	?	1.1%	-2.1%	0.5%	?
COc1ccc2c(c1)c(/C=N/Nc1nc3ccccc3[nH]1)c(C)n2C	-13.5%	-0.6	.	.	15.8µM*	0.5%	?	-9.4%	9.53µM*	5.7%	3.55µM*
Cc1ccc(Cn2ccc(NC(=O)c3nn(C)cc3Cl)n2)cc1	3.5%	.	?	3.6%	3.6%	?	?	-1.2%	21.3µM*	?	16.5%
CCOc1ccccc1C1C(C(N)=O)=C(C)Nc2nc(CCCO)nn21 (stereo unspecified)	-0.1%	1.3	-5.8%[11.7 µM]	-9.7%	0.1%	-0.4%	11.8%	-0.1%	0.2%	-0.1%	25.2%
O=S(=O)(c1cccc(-c2cn3ccccc3n2)c1)N1CCCCC1	3.5%	5.3	.	-4.0%	5.6%	-3.1%	-14.5%	.	?	-0.6%	-0.8%
Cc1ccc(S(=O)(=O)NN2C(=O)/C(=C/c3cccnc3)SC2=S)cc1	2.2%	2.4	17.4%	14.7%	8.3%	-0.9%	-2.2%	.	-2.3%	-6.3%	17.2%
O=C(c1ccco1)N1CCN(c2cccc(Cl)c2)CC1	5.2%	-12.9	-4.9%	-7.1%	.	22.5%	?	2.9%	?	20.1%	-23.0%[0.365 µM]

Next records:
SMILES	Mito fusion yeast	KCNH2 3.1 inh	Menin-MLL TR inh	MBNL1-CUG inh	VP16 counter	Rab9 promoter act	ELG1 repair inh	PKM2 activator	FLuc counter	NPC1 promoter act	RORgamma inh
COc1ccc(NC(=O)c2cc(CC(C)C)on2)cc1OC	-6.4%	-4.9	0.7%	-14.4%	-20.0%	1.3%	?	-13.7%	?	6.4%	5.3%
Cc1nc(-c2ccc3c(c2)OCCO3)cs1	-0.4%	20.6	-14.3%	.	8.0%	3.16µM*	?	-5.3%	21.3µM*	2.82µM*	38.4%
O=C(Nc1nc2ccccc2s1)C1CCN(C(=O)c2ccco2)CC1	-4.4%	9.2	10.8%	-6.0%	19.5%	-0.3%	-0.3%	0.1%	-7.0%	-0.3%	?
COc1cc(/C(=C/c2ccccc2)c2ccccc2)c2c(c1)oc1ccccc12	3.8%	14.0	19.0%	4.1%	18.4%	-0.4%	-1.9%	-0.3%	7.6%	0.0%	16.7%
Cn1cccc1Cc1nnc(SCC(=O)NCc2ccccc2)n1-c1ccc(F)cc1	-0.5%	9.1	0.1%	-5.1%	-0.5%	-1.6%	3.5%	1.0%	1.6%	-0.8%	5.5%
COc1ccc(C2OCC3(O)C(c4ccc(OC)c(OC)c4)OCC23)cc1OC (stereo unspecified)	-1.0%	8.5	.	-10.4%	-3.2%	-2.4%	-6.2%	2.2%	-0.4%	-0.2%	2.2%
Cc1cc(C)c(C)c(S(=O)(=O)N2CCN(C(=S)NCC3CCCO3)CC2)c1C (stereo unspecified)	-28.3%	-0.8	0.4%	-4.7%	-12.4%	-2.7%	?	-2.7%	3.7%	-5.0%	-10.0%
Cc1ccc(-c2nc(CS(=O)CC(=O)NCCCN3CCN(Cc4ccccc4)CC3)c(C)o2)cc1 (stereo unspecified)	-10.3%	-6.7	-24.5%	-2.1%	-0.4%	-29.2%	-3.4%	.	-0.1%	-23.9%	14.4%
CCOc1ccccc1NC(=O)c1csc(C)c1C	-1.6%	-4.8	6.1%	7.5%	7.1%	3.6%	6.7%	-1.7%	?	-2.6%	-10.2%
CCOC(=O)C1C(=O)NC(c2ccccc2)=NC1c1ccc(O)c(OC)c1 (stereo unspecified)	3.7%	-8.4	24.4%	7.6%	2.1%	-2.1%	1.1%	-3.7%	-0.9%	-2.3%	0.3%
